Screening results from PubChem BioAssay.
GALK inhibitor: inhibitors of human galactokinase. Purified GALK, Kinase-Glo residual ATP luminescence. 270,000 tested, 0.007% active. AID 1868. Potency, µM (highest dose often 57.5 µM), without a hit: at the highest dose activity change, negative = inhibition, usual class: inhibitors; also: potency is read from the fitted curve at half-maximal effect; % is scaled to controls: 0 for no effect and ±100 for the full control effect
Target sequence (P51570 whole entry, looked up): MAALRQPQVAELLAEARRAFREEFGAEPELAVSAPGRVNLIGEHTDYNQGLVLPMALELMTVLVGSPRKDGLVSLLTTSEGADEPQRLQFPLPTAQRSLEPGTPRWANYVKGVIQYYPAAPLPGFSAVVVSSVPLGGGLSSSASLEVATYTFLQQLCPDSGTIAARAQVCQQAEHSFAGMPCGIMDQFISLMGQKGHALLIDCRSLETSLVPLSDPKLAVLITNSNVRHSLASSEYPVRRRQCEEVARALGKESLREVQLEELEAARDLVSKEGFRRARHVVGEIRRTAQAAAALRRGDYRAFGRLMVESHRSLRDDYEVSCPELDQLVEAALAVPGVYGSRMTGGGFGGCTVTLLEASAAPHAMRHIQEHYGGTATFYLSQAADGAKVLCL
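The enzyme phosphorylates galactose (100 uM) using ATP (35 uM); inhibition is detected as higher residual ATP, quantified by bioluminescence after 1 h reaction at room temperature, pH 8.0.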
Giardia kill: kills Giardia lamblia | AID 540267 | activity change, % at 7.66 µM, hits read low | Giardia lamblia trophozoite viability | 340,000 tested, 0.15% active; in the data active = activity change below about -80%; inconclusive = between about -30% and that limit;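 also: parasites exposed to compound for two days anaerobically before the ATP read; % is scaled to controls: 0 for no effect and ±100 for the full control effect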
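Trophozoite viability was measured as ATP-dependent luminescence, read 15-30 min after reagent addition. Before that, parasites at 100 cells/well were exposed to compounds for 48 h, anaerobically, at 37 deg C.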
Menin MLL FP TR: menin-MLL binding inhibition, Texas Red mutant peptide. O00255. Menin + Texas Red MLL mutant peptide, fluorescence polarization. Potency, µM (titrated, usually from 61.6 µM), inactives show at the highest dose FP activity change, negative = inhibition, actives largely listed as inhibitors. 270,000 tested, 0.23% active. AID 1768; active = well fitted inhibition curve with a large enough effect in the polarisation, with a control signal flat, not every such curve was filed as active; inconclusive = small, poorly fitted or top-dose-only effect, or effect the other way, or a change in a side signal; inactive = no such curve, though single readings can be large or run the other way; the % refers to the polarisation; also: potency is read from the fitted curve at half-maximal effect; % of control where 0% means no effect; many of its hits are not listed in these tables
Coupling enz: counter-screen for Giardia aldolase inhibitors: coupling enzyme system. coupling enzyme system counterscreen, AmpLite Red fluorescence. AID 2472. activity change, negative = inhibition, % at 58.2 µM, hits read low. 290,000 tested, 0.67% active; in the data active = activity change below about -30%; also: % is scaled to controls: 0 for no effect and ±100 for the full control effect
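Activity here indicates interference with the coupling reaction, not aldolase inhibition. Compounds at 57.5 uM final met coupling enzymes for 10 min at RT; substrate and AmpLite Red detection followed, with a 525/598 nm fluorescence read after 20 min.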
Tb PFK inh: blocks T. brucei phosphofructokinase | Potency, µM (doses to about 57.5 µM), for inactives: at the top dose activity, negative = inhibition, hits mostly inhibitors | O15648 | 330,000 tested, 0.17% active | T. brucei PFK, ADP-Glo luminescence;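 also: potency is read from the fitted curve at half-maximal effect; 0% = uninhibited 1x PFK enzyme wells and -100% = no-enzyme wells; nearly all actives have a fitted effect of over 60% in size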
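Compounds were pin-transferred as a titration series up to 57 uM into substrate buffer (0.5 mM F6P, 0.1 mM ATP, pH 8.0), then 1.25 nM PFK was added and reactions ran 45 min before ADP-Glo detection.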
Integrin act MD: activates integrin-mediated alleviation for muscular dystrophy; alpha7betagal myoblasts, beta-gal FDG fluorescence, 48 h; Potency, µM (highest dose often 38.3 µM), for the others: at the top dose activation, hits mostly activators; 350,000 tested, 0.064% active;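 also: potency is read from the fitted curve at half-maximal effect; 100% = response of the positive control SU9516; nearly all actives have a fitted effect of over 60% in size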
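Alpha7betagal+/- myoblasts (passage 13) were plated 16-24 hr, then exposed to compounds (1:260 dilution of DMSO stock) for 48 hours at 37C. After MPER lysis, β-galactosidase reporter activity was read as FDG fluorescence (ex 480/em 540) after 30 minutes.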
S-ASM inh: blocks human secretory acid sphingomyelinase. placental ASM, HMU-PC fluorogenic substrate, 60 min. P17405. Potency, µM (highest dose often 57.5 µM), for inactives: at the top dose activity change, negative = inhibition, most hits filed as inhibitors. 340,000 tested, 0.006% active; also: potency is read from the fitted curve at half-maximal effect
Target sequence (P17405 47-631 limits assumed): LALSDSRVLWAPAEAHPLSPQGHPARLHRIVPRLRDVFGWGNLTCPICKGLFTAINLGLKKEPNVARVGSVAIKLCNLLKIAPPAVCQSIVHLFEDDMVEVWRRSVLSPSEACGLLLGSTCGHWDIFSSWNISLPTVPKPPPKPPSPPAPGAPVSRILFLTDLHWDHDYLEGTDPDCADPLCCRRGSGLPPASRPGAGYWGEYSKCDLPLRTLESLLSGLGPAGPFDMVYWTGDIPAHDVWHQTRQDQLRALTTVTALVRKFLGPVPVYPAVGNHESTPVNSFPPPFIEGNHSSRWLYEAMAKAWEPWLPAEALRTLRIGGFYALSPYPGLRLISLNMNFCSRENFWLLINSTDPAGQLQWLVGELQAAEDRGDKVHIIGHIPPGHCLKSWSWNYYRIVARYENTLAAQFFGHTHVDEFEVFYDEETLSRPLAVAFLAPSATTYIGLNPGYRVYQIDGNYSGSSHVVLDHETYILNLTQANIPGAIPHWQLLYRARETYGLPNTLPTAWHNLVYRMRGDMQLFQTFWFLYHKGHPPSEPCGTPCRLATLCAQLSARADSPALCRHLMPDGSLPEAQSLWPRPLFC
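Fluorogenic HMU-PC substrate (9 uM final) is turned over by placental ASM in 60 min at 37 C after a 10 min compound preincubation. Reaction ended by alkaline stop (pH 10), with fluorescence read at 386/447 nm.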
PKM2 activator: increases activity of human pyruvate kinase M2; P14618; purified PKM2, Kinase-Glo ATP luminescence, activation; response scale: 0% is enzyme alone, no compound; Potency, µM (top dose mostly 57.5 µM), inactives show at the highest dose activation, usual class: activators; 260,000 tested, 0.34% active; AID 1631; also: potency is read from the fitted curve at half-maximal effect; % is scaled to controls: 0 for no effect and ±100 for the full control effect; nearly all actives have a fitted effect of over 55% in size
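Purified hPK-M2 (>95% pure) converted ADP (0.1 mM final) to ATP with 0.5 mM PEP in 50 mM imidazole pH7.2, KCl, MgCl2, Tween 20, BSA; 1 h at room temperature. ATP detected by Kinase-Glo luminescence.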
PTAP TSG101 blk: blocks PTAP/TSG101 interaction to inhibit HIV-1 budding | Q99816 | Fluorescence polarization, FITC-PTAP peptide / Tsg101 binding | Potency, µM (top dose mostly 115 µM), for inactives: at the top dose activity change, negative = inhibition, most hits filed as inhibitors | 340,000 tested, under 10 active; active = well fitted inhibition curve with a large enough effect in the main read-out, with a control signal flat, not every such curve was filed as active; inconclusive = small, poorly fitted or top-dose-only effect, or effect the other way, or a change in a side signal; inactive = no such curve, though single readings can be large or run the other way; also: potency is read from the fitted curve at half-maximal effect; % of control where 0% means no effect
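Compounds were pin-transferred onto Tsg101 binding domain (10 uM final) in HEPES pH 7.5 buffer, then FITC-PTAP peptide was added at 50 nM final. After 20 min at RT, polarization reported peptide displacement across a qHTS concentration series.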
B2AR arrestin: recruits beta-arrestin to the human beta2-adrenergic receptor; P07550; beta-arrestin recruitment to beta2AR, cell-based reporter; Potency, µM (highest dose often 46.1 µM), for the others: top-dose activation, actives largely listed as activators; 330,000 tested, 0.02% active; AID 492947;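 also: potency is read from the fitted curve at half-maximal effect; 0% = DMSO controls and full agonism = EC100 isoproterenol or metaproterenol; nearly all actives have a fitted effect of over 65% in size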
Chronic BCR inh: chronic active BCR signaling inhibition; AID 493014; Potency, µM (series often up to 46.1 µM), for inactives: at the top dose ratio change, negative = lower green/red ratio, usual class: inhibitors; 340,000 tested, 0.05% active; ABC-DLBCL IkBa-CBG/CBR reporter, luminescence ratio, 4 h; active = well fitted inhibition curve with a large enough effect in the signal ratio, with a control signal flat, not every such curve was filed as active; inconclusive = small, poorly fitted or top-dose-only effect, or effect the other way, or a change in a side signal; the % refers to the signal ratio;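 also: potency is read from the fitted curve at half-maximal effect; plate controls were basal doxycycline-induced cells for no effect and cells given 10 µM MG132 for full effect; MG132 reads +100%, hits lower the ratio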
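Concentration-response series (up to 46 uM) were applied to TMD8 dual-reporter cells for 4 h at 37C with doxycycline. Green/red ratio, after filter-overlap correction, defined %Activity; red signal alone was normalised to basal cells and zero luminescence.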
An asterisk follows results filed as active; ? = inconclusive; · = no result given; & = joins results of further samples; [ ] = dose if it differs, or a comment. Unless noted, calls follow the shape of the dose curve; as a rule, active = well fitted curve in the direction sought with a large enough effect; inconclusive = small, poorly fitted or top-dose-only effect, or another doubt; inactive = no such curve, though single readings can be large; an effect the other way counts as inactive or inconclusive. Only part of the results is shown. The share of hits here may be higher or lower than overall.

SMILES	GALK inhibitor	Giardia kill	Menin MLL FP TR	Coupling enz	Tb PFK inh	Integrin act MD	S-ASM inh	PKM2 activator	PTAP TSG101 blk	B2AR arrestin	Chronic BCR inh
COc1ccccc1CNC(=O)Cn1cccc1C(=O)c1ccccc1C	-5.2%	-10.4	·	·	-1.6%	5.4%	2.9%	·	-1.0%	-1.0%	0.7%
CCn1c(C)cc2c(c1=O)C(c1ccc3c(c1)OCO3)C(C#N)=C(N)O2 (centres undefined)	0.7%	3.7	-15.0%	-0.1	-3.9%	-9.4%	-1.9%	-2.4%	-2.1%	-0.9%	0.8%
CN(C)C(=S)Nc1ccc(N2CCOCC2)cc1	1.5%	-19.0	·	-1.4	0.2%	-15.9%	2.1%	-3.6%	1.3%	0.6%	-0.2%
Cc1nc2ccccn2c1C(=O)N=Nc1c(O)n(CCC(C)C)c2ccccc12	-1.0%	6.3	-14.3%	-3.0	2.4%	0.2%	-4.4%	5.6%	-1.8%	0.1%	-8.2%
O=C(Nc1ccccn1)c1ccc(Cl)c(S(=O)(=O)N2CCc3ccccc32)c1	·	-18.2	·	·	0.3%	-13.9%	-8.8%	·	-3.0%	0.1%	1.4%
CCCCN(c1ccccc1)S(=O)(=O)c1ccc2c(c1)CCN2C(=O)CCC(=O)O	1.1%	-10.6	13.7%	12.1	-7.6%	-7.1%[7.66 µM]	9.3%	-0.2%	0.2%	-0.7%	3.5%
COc1cc(OC)cc(C(=O)NC(=S)Nc2ccc(N3CCCC3)cc2)c1	·	11.6	-9.9%	-9.6	?	-25.8%	-10.2%	-1.4%	-2.3%	-1.5%	?
COc1cc(NC(=S)Nc2cccc(Cl)c2Cl)c(OC)cc1Cl	-1.1%	-4.2	9.4%	-2.4	-4.3%	-14.3%	-8.7%	6.0%	-2.7%	-0.8%	-5.0%
C=C[C@@H]1c2cc(C)ccc2N(S(=O)(=O)c2ccc(C)cc2)[C@H](c2ccc(OC(C)=O)cc2)C1(C#N)C#N	·	16.9	·	·	2.4%	-42.0%	2.9%	·	-2.3%	0.1%	-8.7%
COc1ccc(C(N)CCc2ccc(C)o2)cc1 (centres undefined)	-1.5%	-5.1	-11.4%	-0.8	-2.5%	14.2%	6.2%	-1.5%	0.0%	0.1%	5.1%
O=C(Nc1ccc(Cl)cn1)C1CCCN1S(=O)(=O)c1cccc2ccccc12 (centres undefined)	-0.8%	-8.6	-5.9%	-1.9	4.5%	9.4%	-7.9%	6.9%	-11.8%	-0.4%	-14.8%
CCOC(=O)c1c(S(=O)(=O)N2CCCCCC2)c(C)n(C)c1C	6.6%	1.8	1.1%	0.7	0.3%	44.4%	-2.5%	·	-1.0%	-0.1%	0.4%
CCCN(CCC)C(=O)c1ccc2c(c1)N(Cc1ccccc1)C(=O)CS2=O (centres undefined)	-3.2%	-8.2	7.3%	4.9	-4.0%	0.0%	0.0%	-9.0%	1.9%	4.6%	8.9%
C#CCOCCOCCOCCNc1nc(N2CCN(C(=O)[C@H](Cc3cc4ccccc4[nH]3)n3cc(C(N)CC(C)C)nn3)CC2)nc(N2CCN(C(=O)[C@H](CCC(=O)O)n3cc(C(N)[C@H](C)CC)nn3)CC2)n1 (some centres undefined)	0.6%	-7.0	-18.6%	4.3	-1.0%	0.0%	7.5%	-0.9%	-3.2%	-0.2%	12.1%
CCOC(=O)c1cc(C#N)c(N2CCN(c3ccc(OC)cc3)CC2)[nH]c1=O	-0.3%	12.3	5.2%	7.4	-1.7%	18.0%	-4.3%	2.2%	-0.7%	0.0%	0.8%
O=C(c1ccccc1Cl)N1CCCC(c2nc3c(nnn3Cc3ccccc3)c(=O)[nH]2)C1 (centres undefined)	1.2%	6.5	-1.2%	3.7	0.7%	-10.1%	-2.0%	-0.6%	0.7%	0.1%	0.9%
CCCCN(C(=O)c1ccco1)C1CCS(=O)(=O)C1 (centres undefined)	·	4.2	·	·	0.0%	-4.1%	1.9%	·	-1.4%	-0.1%	-9.9%
O=C(CCCOc1ccc(Cl)cc1Cl)NCCc1nnc2ccccn12	0.2%	-0.5	-20.0%	-1.9	-7.0%	28.2%	-2.6%	·	-2.2%	-0.6%	0.6%
CCN(CC)/C(=N/S(=O)(=O)c1ccc(C)cc1)c1ccccc1	-2.7%	-13.1	2.3%	-0.6	0.7%	?	-0.3%	4.2%	-7.4%	-0.2%	?
CCn1cc(C2=NC(CC(C)C)CO2)c2ccccc21 (centres undefined)	-4.2%	-12.4	·	-3.2	-0.3%	-15.7%	2.2%	-0.2%	-1.7%	0.3%	?
CC(C)=CCN1CCN(Cc2cc(CC(C)C)n[nH]2)CC1CCO (centres undefined)	5.6%	2.7	·	0.2	0.0%	-13.9%	10.1%	-19.6%	0.3%	-0.3%	-17.9%
Cc1nn(Cc2ccccc2Cl)c(C)c1NC(=O)c1noc(C(C)C)c1[N+](=O)[O-]	-2.8%	27.5	·	·	2.5%	-3.6%	-0.3%	·	0.4%	-1.0%	0.5%
O=C(NNC(=O)C12CC3CC(CC(O)(C3)C1)C2)c1csc(N2CCOCC2)n1	-3.2%	-7.1	·	·	-0.1%	5.4%	3.8%	0.7%	·	0.1%	2.7%
Cc1ccc2c(c1)-c1c(cnn1CC(=O)N(CCC#N)c1ccccc1)CO2	1.8%	-7.7	-15.8%	0.3	1.5%	0.0%	3.2%	7.7%	-0.5%	-0.1%	3.0%
O=C(NCCC(=O)N1CCN(c2ccccc2O)CC1)c1ccc(Cl)cc1	·	8.5	·	·	-2.6%	7.1%	-0.3%	·	-1.0%	-0.3%	2.3%
COc1ccc2c(c1)c(C(=O)CN1CCN(c3ccccc3)CC1)c(C)n2C	-1.5%	4.3	·	-1.9	2.6%	-14.6%	-4.1%	4.7%	-6.3%	-0.1%	-11.3%
O=C1c2[nH]nc(-c3ccccc3O)c2C(c2cccc(Cl)c2)N1Cc1ccco1 (centres undefined)	-4.4%	-0.6	6.5%	-1.9	-7.0%	-21.9%	?	6.3%	-3.8%	-0.8%	?
O=C(N/C(=C\c1ccccc1)C(=O)N1CCCCC1)c1ccco1	-2.1%	-5.1	-17.3%	-0.9	-2.6%	9.1%	1.1%	·	-0.3%	-1.0%	-12.2%
CCCCOC(=O)Cn1c2ccc(OC)cc2c2nc3ccccc3nc21	-2.3%	3.7	-0.1%	0.7	3.8%	-60.6%[inhibitor]	-3.7%	-11.7%	-22.1%	-0.2%	-0.5%
CC1CN(S(=O)(=O)c2cn(C)c(=O)n(C)c2=O)CC(C)O1 (centres undefined)	2.5%	8.3	-5.0%	4.1	2.8%	27.3%	-6.0%	-0.9%	-2.2%	-0.2%	0.0%
Cc1c(C(=O)O)oc2c1C(O)CC(C)(C)C2 (centres undefined)	2.3%&-4.3%	-6.7&3.8	15.7%&-2.8%	0.7&4.9	-0.3%&1.6%	30.8%[7.66 µM]	-2.2%&-2.3%	?	0.3%&-7.5%	-0.5%&-0.5%	0.5%&10.2%
CCN(CC(=O)NCc1ccc(F)cc1)C(=O)c1oc2ccccc2c1C	1.2%	?	-7.7%	-3.3	-4.1%	-2.5%	4.0%	-2.5%	0.0%	0.6%	2.4%
CCCCS(=O)CC(CS(=O)CCCC)OC(=O)c1ccccc1 (centres undefined)	3.1%	-7.8	-5.6%	0.4	-1.6%	-8.8%[7.66 µM]	1.0%	0.4%	-5.1%	0.3%	4.7%
O=c1[nH]c(SCc2n[nH]c(=S)n2-c2ccccc2)nc2ccccc12	-5.0%	6.1	8.6%	7.0	28.5%	2.5%	1.7%	5.0%	-0.5%	0.5%	-10.2%
CCOC(=O)c1ccccc1NC(=O)COC(=O)CCNS(=O)(=O)c1ccc(C)c(C)c1	·	8.2	·	·	0.8%	10.9%	·	·	-4.5%	-0.1%	2.3%
C(=N\Nc1nc2ccccc2[nH]1)/C1CCCCC1	8.8%	11.6	3.7%	-2.4	-1.8%	-19.7%	-2.6%	-2.6%	-1.0%	?	?
O=C(c1ccccc1)c1ccc(OCCO)cc1	10.0%	-14.7	-6.7%	-0.1	-4.4%	-6.8%	-2.9%	-0.8%	-2.8%	-0.4%	?
CCn1cc(C(=O)NCCCN(CC(C)C)CC(C)C)c(=O)c2cc(S(=O)(=O)N3CCOCC3)ccc21	-0.9%	17.7	·	·	-19.2%	18.1%	2.1%	·	-7.8%	-0.1%	1.8%
Cc1c(C(=O)NCCCN2CCCCC2)oc2ccc3c(c12)C(O)CC1(CCCCC1)O3 (centres undefined)	-2.3%	16.1	-14.6%	-0.9	0.3%	-59.6%[inhibitor]	-11.5%	·	3.7%	-1.2%	6.0%
